SRC1 TRFRET art – TR-FRET detection interference compounds, primary screen, artefact control for PPARgamma SRC-1 recruitment agonists, biochemical, TR-FRET emission ratio. TR-FRET ratio at 8 µM. TR-FRET detection artefact counter-screen; active compounds read high. actives 0.34% (n = 99,000); in the data active = TR-FRET ratio above about 2300; also: inactives centre near 1800
SRC3 TRFRET art – TR-FRET detection interference compounds, artefact control for PPARgamma SRC-3 recruitment agonists, biochemical, TR-FRET ratio; actives 0.39% (n = 99,000); TR-FRET artefact counter-screen, PPARgamma/SRC-3 format; active compounds read high; AID 1048, 2008; TR-FRET ratio at 8 µM; in the data active = TR-FRET ratio above about 2000; also: inactives centre near 1600
* = called active by the depositor.

SMILES	SRC1 TRFRET art	SRC3 TRFRET art
Cc1ccc(CNC(=O)CSCc2ccc(F)cc2)cc1	1627	1564
Cc1ccc(OCCn2cnc3ccccc3c2=O)c([N+](=O)[O-])c1	1669	1640
CN(c1cccc(NC(=O)CN(c2ccc(Cl)c(Cl)c2)S(=O)(=O)c2ccccc2)c1)S(C)(=O)=O	1769	1589
CCOc1ccc2[nH]c(=O)c(CN(CCO)C(c3nnnn3C3CCCCC3)C(C)C)cc2c1 (stereo unspecified)	1713	1369
COc1ccc(CCNC(=O)CSc2ccsc2[N+](=O)[O-])c(OC)c1	1752	1568
Cc1ccc2nc3c(cc(C(=O)NCc4ccco4)c(=N)n3Cc3ccco3)c(=O)n2c1	1855	1559
CCOC(=O)N1CCc2c(sc(NC(=O)c3ccc(S(=O)(=O)N4CCCC4)cc3)c2C#N)C1	1686	1356
O=C1C=C(NCCOC23CC4CC(CC(C4)C2)C3)C2(CCCCC2)O1	1857	1493
CCOC(=O)C(C)Sc1nc(=O)n2cc(C)ccc2n1 (stereo unspecified)	1627	1368
O=C(Nc1ccc(Cl)cc1)Nc1cc([N+](=O)[O-])ccc1F	1667	1496
Cc1ccc2nc(-c3ccc(NC(=O)c4cccnc4)cc3)oc2c1	1754	1523
c1cncc(C2OCC3(CO2)COC(c2cccnc2)OC3)c1 (stereo unspecified)	1953	1692
O=C(NCC1CCCO1)c1ccc(COc2ccc(Br)cc2)cc1 (stereo unspecified)	1483	1455
CCOc1ccccc1NC1=C(Cl)C(=O)N(c2ccc(OC)cc2)C1=O	1849	1501
O=C(O)c1sc2cc(C(F)(F)F)cnc2c1-c1cccs1	2136	1731
CC1(C(=O)OCC(=O)Nc2ccccc2Cl)CC1(Cl)Cl (stereo unspecified)	1756	1452
Nc1ccccc1Nc1ccc([N+](=O)[O-])cc1[N+](=O)[O-]	1890	1696
CCCS(=O)(=O)N1CCN=C1SCc1ccc(C)cc1	1495	1484
COCc1cc(C)nc(OCC(=O)N/N=C/c2ccc(OC)c(O)c2)c1C#N	1986	1525
CSc1ccc(NC(=O)Nc2cccn(Cc3ccccc3)c2=O)cc1	1601	1731
CCc1cc(C(=O)OC)c(NC(=O)CC2Sc3ccc(C(F)(F)F)cc3NC2=O)s1 (stereo unspecified)	1755	1421
N#Cc1ccccc1CSc1nc2ccc(NC(=O)c3ccccc3C(=O)O)cc2s1	1803	1667
COCCOC(=O)c1[nH]c2c(c1C)C(=O)CC(c1cc(OC)ccc1OC)C2 (stereo unspecified)	2012	1657
Cc1[nH]c(=O)[nH]c(=O)c1/C=N\NC(=O)CCc1ccc(OC(C)C)cc1	1871	1554
CC(=O)N1CCCc2cc(S(=O)(=O)N3CCc4ccccc4C3)ccc21	1857	1533
Cc1ccc(-c2nc(CS(=O)(=O)CC(=O)N3CC(C)CC(C)C3)c(C)o2)cc1 (stereo unspecified)	1796	1575
Cc1ccc(C(=O)COC(=O)c2ccc(-c3cnc4ccccc4n3)cc2)cc1C	2114	1721
N#C/C(=C\c1ccccn1)c1nc2ccccc2s1	1626	1582
N#CC(C#N)=Cc1ccc(OC(=O)c2ccccn2)cc1	1966	1848
Cc1cc(C(=O)N/N=C2\CCCc3ccccc32)c(C)o1	1753	1514
O=C(NC(=S)NNS(=O)(=O)c1ccccc1)c1ccccc1[N+](=O)[O-]	1579	1763
Cc1cc(NC(=O)CSc2ccc(-c3ccc(F)cc3)nn2)no1	2010	1459
Cc1ccc(N2CCN(c3ccc(C)cc3)C2c2ccccn2)cc1	1755	1698
O=C(COC(=O)c1cc(=O)[nH]c2ccccc12)c1ccccc1	2108	1527
CCOC(=O)c1c(/N=C/N(C)C)sc(C)c1C	1655	1481
Cc1cc(C)n(-c2nnc(N3CCN(c4ccc(F)cc4)CC3)nn2)n1	1726	1500

Given with bars between the fields: entries from further up.
compound | SRC1 TRFRET art | SRC3 TRFRET art
N#Cc1ccccc1CSc1nc2ccc(NC(=O)c3ccccc3C(=O)O)cc2s1 | 1803 | 1667
COCCOC(=O)c1[nH]c2c(c1C)C(=O)CC(c1cc(OC)ccc1OC)C2 (stereo unspecified) | 2012 | 1657
Cc1[nH]c(=O)[nH]c(=O)c1/C=N\NC(=O)CCc1ccc(OC(C)C)cc1 | 1871 | 1554
CC(=O)N1CCCc2cc(S(=O)(=O)N3CCc4ccccc4C3)ccc21 | 1857 | 1533
Cc1ccc(-c2nc(CS(=O)(=O)CC(=O)N3CC(C)CC(C)C3)c(C)o2)cc1 (stereo unspecified) | 1796 | 1575
Cc1ccc(C(=O)COC(=O)c2ccc(-c3cnc4ccccc4n3)cc2)cc1C | 2114 | 1721
N#C/C(=C\c1ccccn1)c1nc2ccccc2s1 | 1626 | 1582
N#CC(C#N)=Cc1ccc(OC(=O)c2ccccn2)cc1 | 1966 | 1848
Cc1cc(C(=O)N/N=C2\CCCc3ccccc32)c(C)o1 | 1753 | 1514
O=C(NC(=S)NNS(=O)(=O)c1ccccc1)c1ccccc1[N+](=O)[O-] | 1579 | 1763
Cc1cc(NC(=O)CSc2ccc(-c3ccc(F)cc3)nn2)no1 | 2010 | 1459
Cc1ccc(N2CCN(c3ccc(C)cc3)C2c2ccccn2)cc1 | 1755 | 1698
O=C(COC(=O)c1cc(=O)[nH]c2ccccc12)c1ccccc1 | 2108 | 1527
CCOC(=O)c1c(/N=C/N(C)C)sc(C)c1C | 1655 | 1481
Cc1cc(C)n(-c2nnc(N3CCN(c4ccc(F)cc4)CC3)nn2)n1 | 1726 | 1500

Next records:
SMILES	SRC1 TRFRET art	SRC3 TRFRET art
N#Cc1cn(Cc2ccccc2)c(=O)[nH]c1=O	2012	1591
CCOC(=O)N1CCN(C(=O)CSc2ccc(-c3ccccc3)nn2)CC1	1844	1676
O=C(/C=C/Nc1cccc(C(F)(F)F)c1)c1ccco1	1863	1743
O=C(Nn1cnc2ccccc2c1=O)c1cccc(Cl)c1	1992	1363
CCOCCCNC(=O)c1ccc(Cn2c(=S)[nH]c3c([nH]c4ccc(OC)cc43)c2=O)cc1	2178	1790
COc1cc(C(=O)c2nccc3cc(OC)c(OC)cc23)c([N+](=O)[O-])cc1OC	1674	1382
COc1ccccc1/C=C(/C(=O)OCC(=O)N(C)Cc1ccccc1)c1ccccc1	1694	1510
CC(C)(C)NC(=O)CSc1nnc(NC(=O)c2ccccc2Cl)s1	1808	1570
NC(=O)Cn1c(=O)n(C2CCCCC2)c(=O)c2c3c(sc21)CCCCC3	1882	1585
CCOc1ccc(C2C(C#N)=C(N)Oc3n[nH]c(C)c32)cc1OC(=O)C1CC1 (stereo unspecified)	1824	1520
COc1ccccc1C(=O)N(CCN(C)C)c1nc2cc(C)cc(C)c2s1	2147	1725
Cn1ccnc1C(=O)c1cc(SCC(=O)NC2CC2)nc2ccccc12	1938	1754
COc1ccc2nc(SCCOC(=O)Nc3ccc(Cl)cc3)nc(C)c2c1	1601	1505
Cc1ccc(C)c(-n2c3nc(=O)[nH]c(=O)c-3cc3cc([N+](=O)[O-])ccc32)c1	1662	1545
O=C(CN1CCN(C/C=C/c2ccccc2)CC1)Nc1cc([N+](=O)[O-])ccc1Cl	1786	1650
Cc1ccc([N+](=O)[O-])c(OCCn2cnc3ccccc32)c1	1838	1413
COc1ccc(-c2noc(C3CCCN(C(=O)Nc4ccccc4F)C3)n2)cc1 (stereo unspecified)	1605	1494
COc1ccc(CCNC(=O)c2cccc(S(=O)(=O)N3CCCCC3)c2)cc1	1671	1363
COc1ccc2cc3c(N)nn(C(=O)c4ccc(Cl)c([N+](=O)[O-])c4)c3nc2c1	1739	1496
Cc1cc(N2C(=O)NC(=O)CC2C)c(C)cc1C(C)C (stereo unspecified)	1720	1498
COc1ccc2oc(=O)c(-c3ccccc3C(=O)N3CCOCC3)cc2c1	1686	1644
Cc1ccc(C23CC4CC(CC(CN)(C4)C2)C3)cc1	2095	1751
Cc1cc(C)c(-c2csc(NC(=O)c3n[nH]c(=O)c4ccccc34)n2)c(C)c1	1741	1376
O=C(CSC1=NC2(CCCCC2)N=C1c1ccccc1)Nc1ccc2c(c1)OCCO2	1822	1563
CCCCNS(=O)(=O)c1ccc(NC(=O)c2cccs2)cc1	1833	1626
Cn1c(N)c(C(=O)COC(=O)CSc2cccc3cccc(Cl)c23)c(=O)n(C)c1=O	1754	1657
Cc1ccccc1-c1nnc(NC(=O)c2ccc(N3C(=O)CCC3=O)cc2)s1	1802	1526
O=C1NC(=S)N(C(=O)c2ccc(F)cc2)/C1=C/c1ccccc1	1611	1447
Cc1cc(Nc2cccc(C)c2C)n2nc(C)nc2n1	1541	1501
CCOC(=O)c1c(NC(=O)c2ccccc2)sc2c1CCc1ccccc1-2	2078	1737
C/C(=N\Nc1nc(N)cc(Cl)n1)c1ccc(F)cc1	1600	1465
Cc1c(CN2CCC(CO)(CCOc3ccccc3)CC2)c(=O)n(-c2ccccc2)n1C	1445	1645
O=Cc1ccc(OCC(=O)Nc2ccccc2-c2ccccc2)cc1	1649	1293
O=C(CSc1nc2nn(-c3ccccc3)c(=O)c-2c2n1CCCCC2)NCCCc1ccccc1	1476	1404
CCC(CC)C(=O)NCc1ccc(Cl)cc1	1833	1477
Cc1cccc(NC(=S)N2CCCC(c3nc4ccccc4[nH]3)C2)c1 (stereo unspecified)	1844	1470
CC(C)(C)C(=O)NC(=S)Nc1ccccn1	1844	1734
O=C(N/N=C/c1ccco1)c1cc(Br)ccc1OCc1ccccc1	1814	1636
COCCNC(=O)C(=O)NNS(=O)(=O)c1ccc(Cl)cc1	1683	1496
C/C(=N\NC(=O)c1ccccc1)c1ccc(NC(=O)c2cccs2)cc1	2226	1843
O=C(Nc1nc2ccc3ccccc3c2s1)c1ccc(N2CCCCC2)c([N+](=O)[O-])c1	1889	1681
Cc1ccc(C(=O)O)cc1NC(=O)c1ccc(Cn2nc(C)c(Cl)c2C)o1	1719	1464
CN(C)C(=O)COc1ccc(Br)cc1	1729	1710
CCOC(=O)N1CCC(NC(=O)c2cnc3n(c2=O)CCS3)CC1	1604	1192
C#CCOCCOCCOCCNc1nc(N2CCN(C(=O)[C@H](CCCCN)n3cc([C@@H](N)CO)nn3)CC2)nc(N2CCN(C(=O)[C@H](Cc3cc4ccccc4[nH]3)n3cc([C@@H](N)Cc4ccc(O)cc4)nn3)CC2)n1	1723	1513
Cc1ccc(CNc2cnn(C34CC5CC(CC(C5)C3)C4)c(=O)c2Cl)cc1	1687	1583
CNC(=S)NC(CC(=O)OC)c1ccc2c(c1)OCO2 (stereo unspecified)	1856	1591
CCN=C(NC#N)SCc1c(F)cccc1Cl	1962	1490
COc1cc(/C=N/NC(=O)c2cccc([N+](=O)[O-])c2)cc(OC)c1O	1893	1644
CC(=O)OCCCNc1cc(SCc2ccco2)c2nonc2c1[N+](=O)[O-]	1636	1571
COc1cc2c(cc1OC)CN(Cc1cc(=O)oc3cc(C)c(Cl)cc13)CC2	1798	1773
O=C(O)CN(c1cccc(C(F)(F)F)c1)S(=O)(=O)c1ccccc1	1764	1594
COc1cccc(C(=O)N(Cc2cc3cc(C)ccc3[nH]c2=O)CC2CCCO2)c1 (stereo unspecified)	1905	1415
Cn1cnnc1SCCOc1ccc(Cl)cc1	1586	1513
NNC(=O)c1ccc(-c2cccc([N+](=O)[O-])c2)o1	1838	1728
CC1=NOC(=O)/C1=C\c1ccc2c(c1)OCO2	1725	1424
CCCNC(=O)c1ccc(CN2CCOCC2)cc1	1828	1527
NC(=NC(=O)c1ccccc1)N1N=CCC1c1ccccc1 (stereo unspecified)	1771	1351
COc1ccc(Cn2c(C)nnc2-c2cnn(C)c2N)cc1OC	1740	1514
Cn1c(=O)c2[nH]c(=O)cnc2n(C)c1=S	1695	1633
(list continues)
SMILES	SRC1 TRFRET art	SRC3 TRFRET art
COc1ccc(-c2csc(NC(=O)c3cc(-c4cccs4)nc4ccccc34)n2)c(OC)c1	2099	1788
CCOc1cc(C(=O)N/N=C\c2cn(CC)nc2C)cc(OCC)c1OCC	1687	1451
COc1cc(S(=O)(=O)Nc2cccc(C)c2)ccc1N=Cc1c(C)[nH]n(-c2ccccc2)c1=O	1816	1624
COC(=O)C(Cc1ccccc1)NC(=O)c1ccc(C)cc1 (stereo unspecified)	1988	1816
O=C1C2C3C=CC(CC3)C2C(=O)N1c1nccs1 (stereo unspecified)	1699	1659
Cc1cc(C)cc(N2CN=C3SCC(=O)N3C2)c1	1586	1536
COc1cccc(CN(C(=O)Cc2c[nH]c3ccccc23)C(C(=O)NC2CCCCC2)c2ccc(C)o2)c1 (stereo unspecified)	1793	1498
CCCCCCNC(=O)CCCCCNS(=O)(=O)c1ccc(Br)cc1	1852	1527
Cc1nc(-c2ccc(Cl)cc2)sc1C(=O)O	1766	1474
CC(C)c1csc(CN2CCN(Cc3ccc(F)cc3)C(CCO)C2)n1 (stereo unspecified)	1507	1479
O=C(O)/C=C/c1cccc(NC(=O)c2ccc(Cl)cc2)c1	1735	1420
COc1ccc(N(C)S(=O)(=O)c2cccc(C(=O)N(C)Cc3ccc(C)o3)c2)cc1	1905	1499
O=C(CSc1ncn[nH]1)Nc1c(Br)cc([N+](=O)[O-])cc1Br	1744	1689
CCC1CCc2c([nH]c3ccccc3c2=O)O1 (stereo unspecified)	1897	1554
O=S(=O)(Cc1cccc(C(F)(F)F)c1)c1ncn[nH]1	1891	1839
Cc1ccc(/C=N/n2c(-c3ccc(Cl)cc3)n[nH]c2=S)s1	1757	1628
CCOC(=O)c1sc(NC(=O)c2ccccc2OCC)nc1C	1970	1597
CCn1c(SCC(=O)N(C)C2CCS(=O)(=O)C2)nnc1-c1cccs1 (stereo unspecified)	1690	1516
CCC(=O)c1ccc(OCc2ccc(C(=O)OC)o2)c(OC)c1	1973	1625
COCCN(CCOC)S(=O)(=O)c1ccc(C(=O)Nc2ccc([N+](=O)[O-])cc2OC)cc1	1957	1711
CCC(C)(C(=O)NC1CCCCC1)N(Cc1cccs1)C(=O)CC1NC(=O)NC1=O (stereo unspecified)	1926	1632
CCOc1ccc(NC(=O)Nc2ccc3nsnc3c2)cc1	2048	1977
Cc1cc(Cl)nc2c(C(C)C)cccc12	1535	1645

Compound activity as filed in PubChem BioAssay.

This is a random part of the collection (roughly 0.65% active in at least one column).
